RORg inh – qHTS for inhibitors of ROR gamma transcriptional activity. Drosophila S2 Gal4-RORgamma UAS-luciferase reporter, 20 h. Potency, µM (doses to about 53.6 µM), without a hit: at the highest dose activity change, negative = inhibition, hits mostly inhibitors. actives 5.4% (n = 310,000). AID 2551, 2010; also: % is scaled to controls: 0 for no effect and ±100 for the full control effect; nearly all actives have a fitted effect of over 60% in size
Target sequence (P51450 whole entry, looked up, the tested form may be a part): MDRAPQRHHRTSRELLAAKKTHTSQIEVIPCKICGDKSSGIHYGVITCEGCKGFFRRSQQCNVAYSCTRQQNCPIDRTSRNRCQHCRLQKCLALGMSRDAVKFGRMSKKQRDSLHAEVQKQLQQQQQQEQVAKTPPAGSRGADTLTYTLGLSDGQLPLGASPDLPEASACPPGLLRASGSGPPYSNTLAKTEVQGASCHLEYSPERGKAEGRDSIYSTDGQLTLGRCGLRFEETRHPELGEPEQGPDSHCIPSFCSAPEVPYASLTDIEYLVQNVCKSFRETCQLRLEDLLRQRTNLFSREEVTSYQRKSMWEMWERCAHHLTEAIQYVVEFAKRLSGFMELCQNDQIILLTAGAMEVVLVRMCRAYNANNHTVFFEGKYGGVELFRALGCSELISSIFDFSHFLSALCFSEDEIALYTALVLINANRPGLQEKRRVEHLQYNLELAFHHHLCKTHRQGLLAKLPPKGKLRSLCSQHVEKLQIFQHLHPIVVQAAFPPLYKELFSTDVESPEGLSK
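Schneider cells (Drosophila), stable Gal4 DBD–ROR gamma + UAS-luc; 1 hr cmpd preincubation; Cu2+ induction 700 uM final; 20 hr ambient; luminescence.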
ELG1 genotox – qHTS screen for small molecules that induce genotoxicity in human embryonic kidney (HEK293T) cells expressing luciferase-tagged ELG1; HEK293T ELG1-luciferase reporter, luminescence, 16 h; Potency, µM (highest dose often 46 µM), for the others: at the highest dose activity change, positive = activation, hits mostly activators; actives 1.3% (n = 330,000); also: % of control where 0% means no effect; nearly all actives have a fitted effect of over 60% in size
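ELG1-luciferase HEK293T cells, 2,000/well; compound pinned in; 16 hr, 37 °C, 5% CO2; ONE-Glo, 30 min RT; luminescence on CCD imager.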
MLL CXXC-DNA inh – qHTS Fluorescence Polarization Assay for Inhibitors of MLL CXXC domain - DNA interaction. AID 2662, 2010. actives 0.037% (n = 290,000). MLL-CXXC / FITC-HOXA9 DNA fluorescence polarization. Histone-lysine N-methyltransferase 2A (Homo sapiens), Q03164. Potency, µM (highest dose often 115 µM), for the others: top-dose activity change, negative = inhibition, hits mostly inhibitors; active = well fitted inhibition curve with a large enough effect in the polarisation, with a control signal flat, not every such curve was filed as active; inconclusive = small, poorly fitted or top-dose-only effect, or effect the other way, or a change in a side signal; inactive = no such curve, though single readings can be large or run the other way; the % refers to the polarisation
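Purified MLL-CXXC (added from a 7 uM solution) was preincubated 5 min at ambient with pinned compounds in 50 mM Tris-HCl pH 7.5, 50 mM NaCl, 1 mM DTT, 0.05% BSA. Fluorescein-labeled HOX-A9 DNA (50 nM solution) followed, 30 min, then polarization read.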
NPC1 promoter act – qHTS Assay for NPC1 Promoter Activators. actives 2.4% (n = 320,000). Potency, µM (top dose mostly 9.22 µM), inactives show at the highest dose activation, usual class: activators. Huh7 NPC1 promoter luciferase reporter, 24 h. AID 485313, 2010;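 also: % of control where 0% means no effect; nearly all actives have a fitted effect of over 60% in size; reporter is driven by a mutant NPC1 promoter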
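In 1536-well qHTS, Huh7 cells harboring an NPC1 promoter–luciferase construct received compound for 24 h; activation was quantified by luminescence following luciferase reagent addition.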
BRCA1 expr act – qHTS Assay to Identify Small Molecule Activators of BRCA1 Expression; actives 1.1% (n = 380,000); MCF7-BRCA1-FFLuc reporter, luminescence, 48 h; response scale: scaled: vehicle 0%, 10 µM genistein 100%; Potency, µM (titrated, usually from 46.1 µM), without a hit: at the top dose activation, actives largely listed as activators; also: nearly all actives have a fitted effect of over 80% in size; some results filed as inactive show a strong effect at the top dose
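Quantitative HTS in MCF7 cells stably reporting BRCA1 expression via firefly luciferase. Compound treatment lasts 48 h at 37 °C in phenol-red free MEM. Activation is expressed relative to genistein at 10 microM and DMSO.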
Rab9 promoter act – qHTS Assay for Rab9 Promoter Activators; Huh7 Rab9 promoter-luciferase reporter, luminescence, 24 h; Potency, µM (series often up to 9.22 µM), without a hit: top-dose activation, negative = inhibition, actives largely listed as activators; actives 2.8% (n = 320,000); AID 485297, 2010; also: % of control where 0% means no effect; nearly all actives have a fitted effect of over 60% in size
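Quantitative HTS format; Huh7 Rab9-luciferase reporter cells (1500/well) receive compound 2 h post-plating, incubate 24 h at 37 °C, then get luciferase reagent for 10 min before luminescence reading.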
FLuc modulator – qHTS profiling assay for firefly luciferase inhibitor/activator using purifed enzyme and Km concentrations of substrates (counterscreen for miR-21 project); purified FLuc, Km substrates, luminescence inhibition; Potency, µM (doses to about 57.5 µM), without a hit: top-dose activity change, negative = inhibition, usual class: inhibitors; actives 6.9% (n = 360,000); AID 588342, 2011;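 also: plate controls were vehicle for no effect and reference inhibitor for full effect; nearly all actives have a fitted effect of over 55% in size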
Target sequence (P08659 whole entry, looked up): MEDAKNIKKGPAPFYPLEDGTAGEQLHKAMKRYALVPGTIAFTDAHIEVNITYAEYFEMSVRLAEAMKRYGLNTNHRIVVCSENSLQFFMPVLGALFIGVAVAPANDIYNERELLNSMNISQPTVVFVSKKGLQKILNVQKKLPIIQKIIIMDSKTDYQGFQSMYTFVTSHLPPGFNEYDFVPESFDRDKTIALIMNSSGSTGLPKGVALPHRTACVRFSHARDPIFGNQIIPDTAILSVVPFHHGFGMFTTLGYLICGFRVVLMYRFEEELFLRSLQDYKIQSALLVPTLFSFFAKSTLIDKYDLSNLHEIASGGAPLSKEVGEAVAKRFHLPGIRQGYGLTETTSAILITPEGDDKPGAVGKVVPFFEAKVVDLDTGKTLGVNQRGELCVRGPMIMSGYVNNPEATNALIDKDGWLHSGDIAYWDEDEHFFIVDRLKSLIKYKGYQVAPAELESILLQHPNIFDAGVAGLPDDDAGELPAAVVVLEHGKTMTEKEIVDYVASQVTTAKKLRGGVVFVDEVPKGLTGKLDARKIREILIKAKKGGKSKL
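Purified P. pyralis luciferase, 10 nM final, with Km-level 10 uM D-luciferin and 10 uM ATP in 50 mM Tris acetate pH 7.5, 10 mM Mg acetate, 0.01% Tween-20, 0.05% BSA; 6-point qHTS titration about 60 µM downward; luminescence read.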
uPA generation – qHTS for Inhibitors of Cell Surface uPA Generation; actives 0.31% (n = 330,000); Potency, µM (series often up to 38.3 µM), for inactives: top-dose activity change, negative = inhibition, actives largely listed as inhibitors; cell surface uPA generation assay, qHTS; active = well fitted inhibition curve with a large enough effect; inconclusive = small, poorly fitted or top-dose-only effect; inactive = no such curve, though single readings can be large or run the other way; tested in mouse RAW 264.7 cells; also: % is scaled to controls: 0 for no effect and ±100 for the full control effect; nearly all actives have a fitted effect of over 55% in size
VP16 counter – VP16 counterscreen qHTS for inhibitors of ROR gamma transcriptional activity; Drosophila S2 Gal4-VP16 UAS-luciferase, luminescence, 20 h; actives 3.5% (n = 310,000); AID 2546, 2010; Potency, µM (series often up to 53.6 µM), inactives show at the top dose activity, negative = inhibition, actives largely listed as inhibitors;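 also: Gal4-VP16 expression switched on by copper sulfate through the metallothionein promoter; % is scaled to controls: 0 for no effect and ±100 for the full control effect; nearly all actives have a fitted effect of over 50% in size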
p53 reactivation – qHTS assay for re-activators of p53 using a Luc reporter; Potency, µM (titrated, usually from 92.2 µM), for the others: at the top dose activity change, positive = activation, usual class: activators; H1299 p53-A138V BP100-luciferase reporter, luminescence, 24 h; AID 504706, 2011; actives 0.063% (n = 320,000); also: % of control where 0% means no effect; nearly all actives have a fitted effect of over 45% in size
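H1299 (p53-null), stable ts p53-A138V + BP100-Luc; 1000 cells/well, Opti-MEM/10% FBS; cpd 4 pt, 1:5; 24 h, 37 deg C, 5% CO2; detection reagent 10 min RT; luminescence.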
MBNL1 CUG block – qHTS Assay for Inhibitors of MBNL1-poly(CUG) RNA binding; TR-FRET MBNL1-His/biotin-(CUG)12 binding, 665/545 ratio; Potency, µM (top dose mostly 57.5 µM), inactives show top-dose activity change, negative = inhibition, actives largely listed as inhibitors; actives 0.036% (n = 280,000); AID 2675, 2010; active = well fitted inhibition curve with a large enough effect in the signal ratio, with a control signal flat, not every such curve was filed as active; inconclusive = small, poorly fitted or top-dose-only effect, or effect the other way, or a change in a side signal; inactive = no such curve, though single readings can be large or run the other way; the % refers to the signal ratio; also: % is scaled to controls: 0 for no effect and ±100 for the full control effect
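Inhibition of protein-RNA binding appears as loss of TR-FRET between terbium anti-His antibody on MBNL1-His and streptavidin-XL665 on biotin-(CUG)12. Activity is normalized to buffer-only and uninhibited-complex controls.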
Numbers without * were called inactive; ? = inconclusive; . = no result given; [ ] = remark or other dose. Unless noted, calls follow the shape of the dose curve; as a rule, active = well fitted curve in the direction sought with a large enough effect; inconclusive = small, poorly fitted or top-dose-only effect, or another doubt; inactive = no such curve, though single readings can be large; an effect the other way counts as inactive or inconclusive. Potency is read from the fitted curve at half-maximal effect. Only part of the results is shown; rates above refer to the full screens.

Order of results: uPA generation, p53 reactivation, BRCA1 expr act, Rab9 promoter act, MLL CXXC-DNA inh, RORg inh, ELG1 genotox, MBNL1 CUG block, NPC1 promoter act, VP16 counter, FLuc modulator
- COCCn1c(C)cc(/C=C2/NC(=O)N(c3cccc(Cl)c3)C2=O)c1C
  4%, 12%, 7.9µM*, ?, 32%[activator], 12%, ?, 11%, 30%, 6%, ?
- COc1ccc(NC(=O)c2noc(C(C)C)c2[N+](=O)[O-])cc1
  -3%, ?, 29%, 0%, -1%, 35%, 4%, 11%, 0%, 6%, ?
- Cc1ccc(-c2c(C(=O)NNC(=S)NCC3CCCO3)csc2C)cc1 (configuration not stated)
  24%, -1%, -3%, 4%, 2%, ?, -9%, -2%, -3%, 3%, 3%
- COc1ccc(/C(C)=N/NC(=O)c2ccc(NS(=O)(=O)c3cccs3)cc2)cc1
  -4%, -5%, 54%, -3%, -8%, 21%, 2%, -8%, 2%, 2%, 21µM*
- COc1cc(S(=O)(=O)Nc2cccc(C)c2)ccc1NC(=O)c1ccncc1
  -2%, -7%, -39%, 1%, 4%, 15%, 1%, -13%, -4%, -19%, 0%
- CC(NC(=O)c1ccc2nc[nH]c2c1)c1ccccc1 (configuration not stated)
  3%, -2%, -23%, -1%, 10%, -20%, 1%, 10%, -5%, 0%, -1%
- CCOCCCNC(=O)c1cc(Sc2ccc(C)cc2)nc2ccccc12
  -8%, -3%, -14%, 2%, 12%, 20%, -10%, ., -1%, -3%, -6%
- Cc1nc2sc3c(c2c(=O)o1)CC(C)(C)OC3
  3%, 10%, -14%, -4%, 6%, 15%, 1%, 10%, -3%, -2%, 6%
- Cc1cc(Cl)ccc1OCC(=O)NCCC(=O)O
  2%, 1%, -2%, -1%, 0%, 14%, 2%, 2%, -2%, -1%, 4%
- Cc1nn(C)cc1-c1cc(C(=O)O)c2ccccc2n1
  0%, -4%, 2%, -1%, -8%, -27%, -2%, 5%, -1%, -5%, 0%

Additional entries
Order of results: uPA generation, p53 reactivation, BRCA1 expr act, Rab9 promoter act, MLL CXXC-DNA inh, RORg inh, ELG1 genotox, MBNL1 CUG block, NPC1 promoter act, VP16 counter, FLuc modulator
- O=C(CN1CCN(Cc2ccc3c(c2)OCO3)CC1)c1c[nH]c2ccccc12
  5%, -25%, -1%, 14%, 19%, -14%, -2%, 11%, -1%, 9%, 0%
- CC(C)CCN(C)C1CCN(S(=O)(=O)c2ccc(F)cc2)CC1
  -10%, 1%, -3%, -4%, -10%, -33%, -4%, 0%, -1%, -13%, 1%
- COc1ccc(CCNS(=O)(=O)c2cccc(C(=O)O)c2)cc1OC
  1%, -11%, 3%, 4%, 7%, -7%, 2%, -14%, 2%, -3%, 1%
- CC(C)CCCN1C(Nc2ccccc2)=NC[C@@H]1Cc1ccccc1
  -26%, ., -19%, 5%, 13%, 0%, -13%, 4%, 0%, 11%, 1%
- COc1ccc(-c2[nH]nc3c2C(c2ccsc2)C(C#N)=C(N)O3)cc1 (configuration not stated)
  ., 9%, -14%, 9%, 5%, -1%, -1%, -13%, -4%, -3%, -3%
- Cc1ccc([N+](=O)[O-])cc1NC(=O)c1ccc2c(c1)OCO2
  1%, 3%, -13%, -1%, -1%, 17%, -6%, 1%, 0%, -16%, -12%
- CC(=O)Nc1ccc(C(=O)N/N=C/c2ccccc2OC(=O)c2ccc(Cl)cc2)cc1
  -14%, 7%, -54%, 1%, 64%[activator], ?, -3%, -11%, -1%, -8%, ?
- CCn1c(CNC(=O)c2ccco2)nnc1SCC(=O)Nc1ccc(Br)cc1F
  -2%, -10%, 2%, -1%, 14%, -36%, 2%, -29%, 0%, -1%, 4%
- COc1cc(NC(=O)CSCC(=O)N(C)C2CCCCC2)cc(OC)c1
  6%, 2%, -15%, -1%, ., ., 2%, ., -6%, ., -1%
- COC(=O)c1ccc(C2N=C(c3cccs3)CC(c3ccccc3O)N2)cc1 (configuration not stated)
  -6%, 5%, 2%, 24%, 10%, ?, -3%, 9%, 15%, ?, ?

(list continues)
Order of results: uPA generation, p53 reactivation, BRCA1 expr act, Rab9 promoter act, MLL CXXC-DNA inh, RORg inh, ELG1 genotox, MBNL1 CUG block, NPC1 promoter act, VP16 counter, FLuc modulator
- CSCC(C)N1CCC(CCC(=O)NC2CC2)CC1 (configuration not stated)
  -12%, 7%, -8%, -4%, 3%, -3%, 3%, 7%, 2%, 1%, 0%
- COc1ccc(S(=O)(=O)N2CCOCC2)cc1NC(=O)COc1ncnc2ccccc12
  2%, -6%, 2%, 3%, 4%, 24%, 1%, -10%, -4%, -2%, -1%
- CCOC(=O)c1c(CN(C)C)oc2cc(CN(C)C)c(O)c(CSc3ccccc3)c12
  -1%, -3%, 7%, 7%, -1%, 1%[10 µM], -2%, -22%, 0%, 1%, 1%
- Cc1cccc(NC(=O)c2sc3nc4c(c(-c5ccco5)c3c2N)CCC4)c1
  10%, 16%, -25%, 5%, 10%, 1%, 1%, 1%, -2%, 1%, ?
- Cc1cc(C(=O)NC2CCCc3c2cnn3-c2cccc(C)c2C)c(C)o1 (configuration not stated)
  -6%, -33%[inhibitor], -28%, -24%, -13%, -111%, -10%, -6%, -18%, -96%, -4%
- CC(=O)Nc1ccc(NC(C)=C(C#N)C#N)cc1
  1%, -3%, -3%, -5%, 6%, -15%, 0%, -3%, -3%, -13%, -1%
- CC(=O)c1sc(NC(=O)c2ccccc2)nc1-c1ccccc1
  ?, 5%, 2.8µM*, 1µM*, -7%, 0%, ?, 19%, 2µM*, -7%, 9.5µM*
- O=C(Cc1c(Cl)cccc1Cl)N/N=C/c1cccnc1
  3%, 3%, -3%, -2%, 5%, -10%, 0%, 11%, -5%, -2%, 2%
- COc1ccc(Cl)c(OC)c1C(=O)NC(=O)Nc1c(F)cc(F)cc1F
  12%, -2%, 1%, 0%, -3%, -16%, 0%, 0%, -4%, 1%, 1%
- CCC(=O)N1CCCc2cc(S(=O)(=O)N3CCN(c4ccccn4)CC3)ccc21
  -8%, -3%, -29%, -4%, 8%, 33%, -17%, -2%, 0%, 6%, -2%

(list continues)
Order of results: uPA generation, p53 reactivation, BRCA1 expr act, Rab9 promoter act, MLL CXXC-DNA inh, RORg inh, ELG1 genotox, MBNL1 CUG block, NPC1 promoter act, VP16 counter, FLuc modulator
- COc1ccc(S(=O)(=O)NCc2ccccn2)cc1NC(=O)c1ccccc1
  -18%, 1%, -39%, -15%, 0%, -24%, 2%, 3%, -29%, 6%, 0%
- CCOc1cc(C(=O)NCc2ccccc2)ccc1OCC(=O)N1CCOCC1
  13%, 1%, -11%, -2%, -9%, -10%, 0%, -4%, -5%, 2%, 6%
- Cc1ccc(CC(=O)Nc2nnc(-c3ccc(F)cc3)o2)c(C)c1
  9%, 4%, -6%, -3%, 18%, 2.5µM*, -5%, -3%, -2%, 3.2µM*, 5%
- Cc1ccc(NC(=O)c2sccc2C)cc1[N+](=O)[O-]
  -7%, ?, ?, 1.8µM*, -3%, ?, ?, ., ?, 17%, ?

Compound profiles, as listed above.
`COc1ccc(CCNS(=O)(=O)c2cccc(C(=O)O)c2)cc1OC` reads uPA generation: 1%; p53 reactivation: -11%; BRCA1 expr act: 3%; Rab9 promoter act: 4%; MLL CXXC-DNA inh: 7%; RORg inh: -7%; ELG1 genotox: 2%; MBNL1 CUG block: -14%; NPC1 promoter act: 2%; VP16 counter: -3%; FLuc modulator: 1%
`COc1ccc(-c2[nH]nc3c2C(c2ccsc2)C(C#N)=C(N)O3)cc1` (configuration not stated) reads uPA generation: .; p53 reactivation: 9%; BRCA1 expr act: -14%; Rab9 promoter act: 9%; MLL CXXC-DNA inh: 5%; RORg inh: -1%; ELG1 genotox: -1%; MBNL1 CUG block: -13%; NPC1 promoter act: -4%; VP16 counter: -3%; FLuc modulator: -3%

RORg inh, what is marked active above.
| SMILES | uPA generation | p53 reactivation | BRCA1 expr act | Rab9 promoter act | MLL CXXC-DNA inh | RORg inh | NPC1 promoter act |
| --- | --- | --- | --- | --- | --- | --- | --- |
| Cc1ccc(CC(=O)Nc2nnc(-c3ccc(F)cc3)o2)c(C)c1 | 9% | 4% | -6% | -3% | 18% | 2.5µM* | -2% |
